# Bioassay records from PubChem BioAssay.
# NOD2 inhibition: NOD2 signaling inhibitors, cell-based, luminescence, uHTS, HEK293 (AID 1566); inhibition, % at 4 µM, or EC50 in µM where a hit was titrated; HEK293 NOD2/NF-kB luciferase reporter, luminescence; higher % means a stronger effect; hit rate 0.63% among 290,000; in the data active = inhibition above about 50%; note: many of its hits are not listed in these tables
# NOD1 inhibition: NOD1 signaling inhibitors, primary screen, cell-based, luminescence, uHTS (AID 1578) | hit rate 1% among 290,000 | inhibition, % at 4 µM; hits with a dose series show EC50 in µM | NOD1-driven NF-kB luciferase reporter cells, luminescence; higher % means a stronger effect; in the data active = inhibition mostly above about 36%, no sharp cut-off; inactive = mostly below about 34%;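 note: HEK-293T reporter cells stimulated with the NOD1 agonist gamma-tri-DAP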
# The depositor's hits bear a star. These rows are one share of the data (hit frequency here may not be typical).
NOD2 inhibition,NOD1 inhibition,compound
3%,-13%,O=S(=O)(c1cccs1)N1CCN(CCc2ccccc2)CC1
13%,15%,O=C(N1CCOCC1)N1CCc2ccccc21
4%,-30%,COc1ccc(NS(=O)(=O)c2c(C)[nH]c(C)c2C(=O)N2CCCCC2)cc1Cl
-2%,-26%,O=S(=O)(Cc1ccccc1)Nc1ccccc1Br
-43%,-29%,CC(C)[C@@H]1COC(c2cccc(C3=N[C@H](C(C)C)CO3)c2)=N1
-8%,-16%,O=Cc1ccc(OCCOc2ccc([N+](=O)[O-])cc2)cc1
-6%,-16%,Cc1cc(C)n2nc(C(=O)N3CCCC(N4CCN(c5ccccc5C)CC4)C3)cc2n1 (centres undefined)
10%,0%,COc1cccc(/C=N/NC(=O)CNC(=O)c2ccncc2)c1O
-5%,1%,COc1cc(NC(=O)CSc2ncnc3sc4c(c23)CCC(C)C4)c(C(=O)O)cc1OC (centres undefined)
9%,-16%,Cc1ccccc1CN1CCN(C(=O)c2cc(-c3ccncc3)nc3ccccc23)CC1
-10%,9%,COc1ccc(CCNCc2cc(C)n(-c3ccc(OC)cc3)c2C)cc1
16%,-2%,CCOc1ccc(NS(=O)(=O)c2ccc3c(c2)n(C)c(=O)n3C)cc1
22%,-17%,CC(=O)Nc1ccc(S(=O)(=O)N2CCN(C(=O)c3ncoc3-c3cccc(C)c3)CC2)cc1
4%,-4%,COc1cccc(OCc2nnc3n2N=C(c2ccccc2)C(CC(=O)O)S3)c1 (centres undefined)
32%,11%,COc1cc(CNc2ccc(N3CCCCC3)cc2)ccc1OCC(=O)NC(C)(C)C
-9%,-5%,CC(C)C[C@H](NC(=O)c1nc[nH]c1C(=O)NCc1ccc(CNC(=O)OC(C)(C)C)cc1)C(=O)OCc1ccccc1
8%,4%,CC(C)(O)C#Cc1ccc(CN2CCC(CO)(CCc3ccccc3)CC2)cc1
1%,2%,Cc1ncc([N+](=O)[O-])n1CC(=O)Nc1ccc(F)c(F)c1
-17%,5%,CCOCCCN(CCC#N)C(=O)C1CCN(S(=O)(=O)c2ccc(-n3cnnn3)cc2)CC1
2%,-30%,Cc1c(NC(=O)c2cccs2)cccc1NC(=O)c1cccs1
2%,-18%,CCOC(=O)Cn1nc(C)c(NC(=O)c2ccc(Br)o2)c1C
-18%,-18%,CCNS(=O)(=O)c1ccc(NC(=O)Nc2ccc3c(c2)OCO3)cc1
9%,-2%,COc1ccc(-c2cn[nH]c2-c2ccc(OCC(=O)NN)cc2O)cc1OC
20%,-8%,CC(Nc1nc(Nc2ccc(F)cc2)nc(SCC(N)=O)n1)c1ccccc1 (centres undefined)
-2%,-4%,COC(=O)c1cc(-c2ccc(F)cc2)n(-c2ccccc2)n1
2%,5%,CC1CCC(NC(=O)CN(C)S(=O)(=O)c2ccc3c(c2)c(=O)n(C)c(=O)n3C)CC1 (centres undefined)
25%,-15%,O=C(CSc1ccc([N+](=O)[O-])cn1)Nc1cc(C(F)(F)F)ccc1N1CCOCC1
-6%,-4%,N#CCOc1coc(CN2CCN(c3ccccc3)CC2)cc1=O
8%,6%,COC(=O)CCC(=O)N(C)CC1CCCN(CCc2cccc(C(F)(F)F)c2)C1 (centres undefined)
-14%,42%,CN(C)S(=O)(=O)c1cccc(C(=O)NCC(C)(C)CNC(=O)c2cccc(S(=O)(=O)N(C)C)c2)c1
8%,-30%,Cc1ccc(S(=O)(=O)N2CCN(S(=O)(=O)c3cccs3)CC2)cc1
-4%,0%,Cn1cnc2c1c(=O)n(Cc1ccccc1C#N)c(=O)n2C
-28%,-73%,O=C(N/N=C/c1ccc(O)cc1O)c1ccc(NC(=O)C2CCCCC2)cc1
-9%,-32%,COc1ccccc1C(=O)NCCC(=O)Nc1cccc(C)n1
-7%,-12%,COc1ccccc1NC(=O)c1nnn(CC(=O)Nc2cc(C)cc(C)c2)c1N
-7%,-23%,Cc1cccc(NC(=O)CC2C(=O)NCCN2C(=O)Nc2ccc(Cl)cc2)c1 (centres undefined)
-57%,-100%,O=c1[nH]c(COc2ccc(Cl)cc2Cl)nc2ccccc12
10%,-31%,COc1cc(NC(=O)c2ccc(Br)cc2)c(OC)cc1NC(=O)c1ccccc1
7%,-19%,Cc1onc(-c2c(Cl)cccc2Cl)c1C(=O)N1CCN(c2ccccc2F)CC1
19%,-13%,Cc1ccc(C)c(NC(=O)c2cnccn2)c1
-1%,-7%,O=C(NCC1CCCCC1)c1ccc(=O)[nH]c1
8%,9%,CCOc1cc(C(=O)Nc2cccnc2)cc(OCC)c1OCC
-8%,0%,O=C(Nc1ccc(Cl)cc1)c1cccc(S(=O)(=O)Nc2ccccn2)c1
-39%,-56%,CN(C)c1ccc(Nc2ccc([N+](=O)[O-])cn2)cc1
-10%,3%,COc1ccc(CC(=O)NCc2ccc(-n3cccc3)cc2)cc1OC
12%,-20%,O=C(c1ccc(F)cc1)N1CCCC(C(=O)N2CCCCC2)C1 (centres undefined)
6%,3%,O=C(O)c1nn(CCOc2ccccc2F)c(=O)c2ccccc12
-1%,-36%,Cc1cc(C(F)(F)F)c2c(N)c(C(=O)NC3CC3)sc2n1
6%,95%*,O=C(CCl)N1c2ccccc2CCc2ccccc21
-5%,-22%,COc1ccc(S(=O)(=O)Nc2ccccc2-c2nc3ccccc3[nH]c2=O)cc1

# 3 entries out of the list above, arranged by the number in NOD2 inhibition, high to low.
NOD2 inhibition,NOD1 inhibition,compound
6%,3%,O=C(O)c1nn(CCOc2ccccc2F)c(=O)c2ccccc12
-5%,-22%,COc1ccc(S(=O)(=O)Nc2ccccc2-c2nc3ccccc3[nH]c2=O)cc1
-14%,42%,CN(C)S(=O)(=O)c1cccc(C(=O)NCC(C)(C)CNC(=O)c2cccc(S(=O)(=O)N(C)C)c2)c1

# (more compounds)
NOD2 inhibition,NOD1 inhibition,compound
18%,17%,O=C(NC1CCCC1)C(c1ccncc1)N(C(=O)c1csnn1)c1ccc(F)cc1 (centres undefined)
5%,-2%,C=CCn1c(=O)c2ccccc2n2c(SCC(=O)NCC)nnc12
-3%,-26%,COc1ccccc1CNC(=O)c1cc(C)nc2ccccc12
38%,12%,COc1ccc(OCC(=O)Nc2ccc(N3CCN(C(=O)c4ccccc4)CC3)c(Cl)c2)cc1
-50%,-78%,O=C(O)c1ccccc1-c1ccc(/C=C2\SC(=O)N(c3ccccc3)C2=O)o1
-12%,-25%,COC(=O)c1ccc([C@H]2CC(=O)O2)cc1
-1%,-4%,CC(C)CN(CC(C)C)C(=O)CN1C(=O)NC2(CCc3ccccc3C2)C1=O (centres undefined)
-55%,-32%,N#Cc1ccccc1NC(=O)COc1ccc2c(c1)OCO2
5%,-6%,Cc1cccc(N(CC(=O)N2CCCCCC2)S(C)(=O)=O)c1C
-9%,-32%,COC(C(=O)Nc1ccccc1C(=O)N1CCOCC1)c1ccccc1 (centres undefined)
11%,-15%,CC(=O)N1c2ccc(S(=O)(=O)NCCC(=O)Nc3ccc(C)c(Cl)c3)cc2CC1C (centres undefined)
8%,-14%,CCCC(C)C(=O)Nc1ccc(S(=O)(=O)N2CCCC2)cc1 (centres undefined)
9%,1%,O=C1NCCCCC1NS(=O)(=O)c1cccc(C(F)(F)F)c1 (centres undefined)
16%,-36%,Cc1ccc(/C=N/NC(=O)c2c(-c3ccccc3)noc2C)c(O)c1
4%,-6%,CC(C)(C)C(CN1CCCC1)OC(=O)c1ccccc1 (centres undefined)
9%,-10%,COCC(=O)N1CCC(Oc2ccc(C(=O)NC(C)c3csc(C)n3)cc2)CC1 (centres undefined)
-2%,-8%,O=C(CCc1c[nH]c2ccccc12)OCc1cccc(C(F)(F)F)c1
8%,-10%,O=C(NCc1ccccc1Cl)C1CCN(S(=O)(=O)c2ccc(N3CCCC3=O)cc2)CC1
8%,-25%,COc1ccc(C(C)(C)NC(=O)C2CCC(=O)N(C3CCCC3)C2)cc1OC (centres undefined)
-2%,15%,Cc1c(C)c2ccc(O)c(CN3CCCC3)c2oc1=O
13%,-17%,O=C(Nc1nncs1)c1cc(S(=O)(=O)N2CCCCC2)ccc1Cl
-22%,-12%,O=C(/C=C/c1c(F)cccc1Cl)NCc1ccc2c(c1)OCO2
8%,-5%,CCOc1ccccc1N(CC(=O)Nc1cccc(OC)c1)S(=O)(=O)c1ccccc1
-11%,-7%,C[C@@]12C(=O)N(c3ccc(C(F)(F)F)cc3)C(=O)N1[C@@H]1c3ccccc3OC[C@@H]1[C@H]2c1ccccc1
-7%,-15%,C[C@H](NC(=O)c1nc[nH]c1C(=O)N[C@@H](C)C(=O)OC(C)(C)C)C(=O)OCc1ccccc1
10%,-18%,CC(C)C[C@H](NC(=O)[C@@H]1Cc2c([nH]c3ccccc23)C2c3ccccc3C(=O)N21)C(=O)N1CCC[C@@H]1C(=O)O (some centres undefined)
-85%,-55%,O=C(O)C1CCC(c2ccc(-c3ccccc3)cc2)CC1 (centres undefined)
-9%,5%,Cc1oc(-c2ccccc2F)nc1CS(=O)CC(=O)NCCN1CCCCC1C (centres undefined)
-23%,-8%,O=C(N/N=C/c1cccnc1)c1ccc(F)cc1
-47%,-50%,CCCc1ccc2oc(C(=O)N3CCC[C@H]3CO)c(C)c2c1
14%,7%,Cc1ccc2cccc(OCCCOc3ccccc3CO)c2n1
9%,-16%,CCC(C)NC(=O)CSc1n[nH]c(=O)n1CCc1ccccc1 (centres undefined)
-13%,-16%,O=C(COc1ccccc1F)Nc1ccc(S(=O)(=O)Nc2nccs2)cc1
2%,-8%,CCOCCCNC(=O)c1cn(C)c2ccc(S(=O)(=O)N3CCCCC3)cc2c1=O
-1%,-22%,COc1ccc(NC(=O)c2oc3ccccc3c2C)cn1
-1%,-38%,CCN1CCN(Cc2c3ccccc3cc3ccccc23)CC1
-116%,-19%,COC(=O)CC(NC(=S)NC(=O)c1ccccc1)c1ccc(Br)cc1 (centres undefined)
-13%,-24%,COc1cc(OC)c(C(=O)Nc2ccc(C(=O)c3ccccc3)cc2)cc1OC
15%,-10%,COCCNC(=O)Cn1nc(-c2ccccc2C)ccc1=O
-3%,-36%,CN1CCN(NC(=O)Nc2ccc(Br)cc2Cl)CC1
18%,-19%,O=C(N/C(=C\c1cccc([N+](=O)[O-])c1)C(=O)N1CCOCC1)c1ccco1
30%,10%,COc1cc(C(=O)N2CCN(c3ccccn3)CC2)cc(OC)c1OC
14%,-23%,CC(=O)Nc1ccc(S(=O)(=O)N(C)CC(=O)OCC(=O)N(C)c2ccccc2)cc1
-20%,-16%,CC(C)(C)CN1CCN(CCCc2ccccc2)C(CCO)C1 (centres undefined)
-25%,-10%,Cc1ccc(C)c(N(CC(=O)NCc2ccco2)C(=O)CNS(=O)(=O)c2ccccc2)c1
-6%,-17%,CCOc1ccc(S(=O)(=O)N2CCC(C(=O)N3CCOCC3)CC2)cc1Cl
-54%,-60%,O=C(COc1ccc2c(c1)OCO2)Nc1cccc(F)c1
-36%,-18%,C=Cc1ccc(CN2CCCN(Cc3ccc(Cl)cc3)S2(=O)=O)cc1
13%,0%,COc1ccc(CNC(=O)C2CCCN(c3ncnc4c3nc3n4CCCCC3)C2)cc1 (centres undefined)
4%,-19%,O=C(C[n+]1ccccc1)Nc1ccc(Cl)c([N+](=O)[O-])c1

# New compounds follow
NOD2 inhibition,NOD1 inhibition,compound
-6%,-19%,O=C(NC(=S)NCCc1ccccc1)c1cccc(Cl)c1
19%,-16%,CC(C)c1ccc(NC(=O)c2cc(S(=O)(=O)N3CCCC3)c[nH]2)cc1
-1%,-41%,COC(=O)CNC(=O)CSc1nc2sccc2c(=O)n1-c1ccccc1
-10%,-28%,CC(OC(=O)c1ccco1)C(=O)NC1CCCC1 (centres undefined)
6%,10%,Cc1ccc(C(=O)N2CCN(c3ccccn3)CC2)cc1Cl
5%,8%,COc1cccc(/C=N/Nc2ncc(C)c(=O)[nH]2)c1OC
12%,-23%,CCC(C(=O)N/N=C(\C)c1cccnc1)c1ccccc1 (centres undefined)
12%,7%,Cc1ccc(C)c(N2CCN(C(=O)c3ccc(N4CCCC4=O)cc3)CC2)c1
4%,-38%,COc1ccc(NC(=O)CN2CCc3ccccc3C2)c(OC)c1
20%,-2%,COc1ccc(NC(=O)c2cc(-c3ccc(C)cc3)on2)cc1OC
-47%,54%*,CNc1ccccc1C(=O)OC(C)C(=O)Nc1ccc(Cl)cn1 (centres undefined)
12%,-11%,Cc1cc(C(=O)NC2CC(C)(C)Cc3c2cnn3-c2ccccc2C)c(C)o1 (centres undefined)
7%,43%,CCN1CCN(S(=O)(=O)c2ccc(OC)c3ccccc23)CC1
0%,-7%,Cc1oncc1C(=O)Nc1cccc(C#N)c1
-14%,-27%,O=C(C1CCCN(S(=O)(=O)c2ccc(Cl)cc2)C1)N1CCCC1 (centres undefined)
9%,-3%,CC(C)(C)c1csc(NC(=O)CS(=O)(=O)c2ccccc2)n1

# Grouped by structure, the compounds so far with an NH in an aromatic ring
NOD2 inhibition,NOD1 inhibition,compound
4%,-30%,COc1ccc(NS(=O)(=O)c2c(C)[nH]c(C)c2C(=O)N2CCCCC2)cc1Cl
-9%,-5%,CC(C)C[C@H](NC(=O)c1nc[nH]c1C(=O)NCc1ccc(CNC(=O)OC(C)(C)C)cc1)C(=O)OCc1ccccc1
9%,-2%,COc1ccc(-c2cn[nH]c2-c2ccc(OCC(=O)NN)cc2O)cc1OC
-57%,-100%,O=c1[nH]c(COc2ccc(Cl)cc2Cl)nc2ccccc12
-1%,-7%,O=C(NCC1CCCCC1)c1ccc(=O)[nH]c1
-5%,-22%,COc1ccc(S(=O)(=O)Nc2ccccc2-c2nc3ccccc3[nH]c2=O)cc1
-2%,-8%,O=C(CCc1c[nH]c2ccccc12)OCc1cccc(C(F)(F)F)c1
-7%,-15%,C[C@H](NC(=O)c1nc[nH]c1C(=O)N[C@@H](C)C(=O)OC(C)(C)C)C(=O)OCc1ccccc1
10%,-18%,CC(C)C[C@H](NC(=O)[C@@H]1Cc2c([nH]c3ccccc23)C2c3ccccc3C(=O)N21)C(=O)N1CCC[C@@H]1C(=O)O (some centres undefined)
9%,-16%,CCC(C)NC(=O)CSc1n[nH]c(=O)n1CCc1ccccc1 (centres undefined)
19%,-16%,CC(C)c1ccc(NC(=O)c2cc(S(=O)(=O)N3CCCC3)c[nH]2)cc1
5%,8%,COc1cccc(/C=N/Nc2ncc(C)c(=O)[nH]2)c1OC
